KB-3-1 tox – KB-3-1 parental cell cytotoxicity; Potency, µM (series often up to 46.1 µM), inactives show at the top dose activity change, negative = cytotoxic, most hits filed as cytotoxic; hit rate 1.4% among 400,000; KB-3-1 viability, CellTiter-Glo ATP luminescence, 72 h; AID 1347075; further: potency means the concentration at half of the fitted maximal effect; on the % scale 0 is the no-effect control and ±100 the full control effect; nearly all actives have a fitted effect of over 60% in size
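KB-3-1 parental drug-naive adenocarcinoma cells in DMEM/10% FBS, incubated 72 h at 37 C with pin-transferred compounds across a concentration series. Viability by CellTiter-Glo luminescence; concentration-response curves fitted after normalization.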
KB-V1 MDR tox – KB-V1 MDR subline cytotoxicity | KB-V1 MDR cells viability, CellTiter-Glo, 72 h | Potency, µM (titrated, usually from 46.1 µM), without a hit: at the highest dose activity change, negative = cytotoxicity, usual class: cytotoxic | AID 1347076 | hit rate 3.4% among 400,000; further: potency means the concentration at half of the fitted maximal effect; on the % scale 0 is the no-effect control and ±100 the full control effect; nearly all actives have a fitted effect of over 60% in size
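Luminescent ATP read-out (CellTiter-Glo, 10 min) measures survival of drug-selected KB-V1 MDR cells after 72 h, 37 degrees C compound exposure. Medium: phenol-red-free DMEM, 10% FBS. Values from fitted concentration-response curves.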
HT1080 IDH1KD tx – HT-1080 IDH1 knockdown cell toxicity (counter line); HT-1080 IDH1 knockdown viability, ATP luminescence, 48 h; Potency, µM (highest dose often 46.1 µM), for inactives: at the top dose activity, negative = toxicity, actives largely listed as cytotoxic; hit rate 2% among 360,000;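 further: potency means the concentration at half of the fitted maximal effect; 0% = DMSO wells and -100% = cell-free medium wells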
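Luminescent ATP read-out (CellTiter-Glo, 10 min at room temperature) after 48 h compound exposure at 37 °C gave viability of IDH1-knockdown HT-1080 cells. Activity was normalised to DMSO and cell-free wells, then fitted as concentration-response curves.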
ATXN2 expr inh – ATXN2 expression inhibition; HEK-293 ATXN2-luciferase reporter, luminescence, 24 h; Potency, µM (doses to about 57 µM), for the others: top-dose activity change, negative = inhibition, most hits filed as inhibitors; hit rate 0.72% among 360,000; further: potency means the concentration at half of the fitted maximal effect; on the % scale 0 is the no-effect control and ±100 the full control effect; nearly all actives have a fitted effect of over 55% in size
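ATXN2-luciferase reporter cells (luciferase flanked by upstream and downstream ATXN2 gene portions) were treated 24 h at 37 °C with compounds at up to 57 uM. SteadyGlo luminescence gave expression; GF-AFC fluorescence gave viability.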
IL1B secr inh – inhibitors of inflammasome signaling (IL-1 beta secretion). THP-1 LPS/ATP IL-1B secretion, AlphaLISA, 16 h; hits give low values. activity change, % at 57.5 µM. hit rate 4.7% among 360,000. AID 743279; in the data active means activity change below about -50%; inconclusive means mostly about -30% to -49%; further: on the % scale 0 is the no-effect control and ±100 the full control effect
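Secreted IL-1B measured by AlphaLISA bead assay after 16 h compound exposure of THP-1 cells; compounds (final up to 57.5 uM) added 1 h before LPS (250 ng/mL) and ATP (1.25 mM) stimulation; lower signal means less secretion.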
MCF10A rerep – DNA re-replication induction in MCF 10a cells | hit rate 2.9% among 350,000 | MCF 10A DNA re-replication, Hoechst nuclear intensity, 48 h | Potency, µM (top dose mostly 46.1 µM), inactives show at the top dose activity, positive = re-replication, most hits filed as activators; further: potency means the concentration at half of the fitted maximal effect; % of control where 0% means no effect; nearly all actives have a fitted effect of over 50% in size
ATXN viability – viability counter-screen for ATXN expression inhibitors; Potency, µM (series often up to 56.7 µM), usual class: cytotoxic; hit rate 0.49% among 400,000; AID 651635; S2 cells (HEK-293 line with an ATXN2-luciferase reporter) viability, CellTiter-Fluor protease fluorescence, 24 h; further: potency means the concentration at half of the fitted maximal effect; nearly all actives have a fitted effect of over 40% in size
SW480 rerep – DNA re-replication induction in SW480 cells. Potency, µM (doses to about 46.1 µM), inactives show at the top dose re-replication activation, hits mostly activators. SW480 DNA re-replication, Hoechst DNA content imaging, 48 h. hit rate 1.8% among 340,000; further: potency means the concentration at half of the fitted maximal effect; % of control where 0% means no effect; nearly all actives have a fitted effect of over 55% in size
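Per well, 250 cells were exposed to pinned compound for 48 hr. Nuclear DNA was visualised with Hoechst (40 min, 37 C) and total object intensity recorded by fluorescence scanning.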
HT1080-NT tox – kills 2HG-producing HT-1080-NT fibrosarcoma cells; HT-1080-NT fibrosarcoma viability, CellTiter-Glo ATP luminescence, 48 h; Potency, µM (highest dose often 46.1 µM), for inactives: top-dose activity, negative = less viability, actives largely listed as cytotoxic; hit rate 1.6% among 360,000; AID 686970;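 further: NT is the 2HG producing partner of a matched IDH1 knockdown line; potency means the concentration at half of the fitted maximal effect; 0% = DMSO-treated cells and -100% = media-only wells without cells; nearly all actives have a fitted effect of over 55% in size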
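HT-1080-NT; 750 cells/well; 5% FBS RPMI; 48 h compound, 37 degrees C; CellTiter-Glo luminescence; curve fitting and curve-class assignment.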
Numbers without * were called inactive; i = inactive; u = inconclusive; x = not tested or not shown; & = joins results of further samples; [ ] = remark or other dose. Unless noted, the call rests on the fitted dose curve; in most records, active means well fitted curve in the direction sought with a large enough effect; inconclusive means small, poorly fitted or top-dose-only effect, or another doubt; inactive means no such curve, though single readings can be large; an effect the other way counts as inactive or inconclusive. Rows are unselected; about 11% have a hit in one of these screens.

SMILES | KB-3-1 tox | KB-V1 MDR tox | HT1080 IDH1KD tx | ATXN2 expr inh | IL1B secr inh | MCF10A rerep | ATXN viability | SW480 rerep | HT1080-NT tox
CC1c2ccccc2-c2ccccc2N1C (centres undefined) | 4% | 2% | 12% | 5% | -3 | 3% | u | 1% | 11%
COc1ccc(OC)c(C(=O)Cn2c3[n+](c4ccc(C(F)(F)F)cc42)CCCCC3)c1 | 7% | 4% | 23% | -4% | -5 | -4% | i | -3% | 1%
COc1ccc(S(=O)(=O)N2c3ccccc3OCC2c2ccccc2)cc1 (centres undefined) | 8.2µM* | 5.8µM* | u | u | 39 | 5.8µM* | i | 3.7µM* | u
COc1ccc(CNC(=O)CCC(=O)N2CC3CCCN3c3ccccc32)c(OC)c1 (centres undefined) | 6% | -14% | x | -7% | x | x | i | x | x
C/C(=N\NC(=O)CN(c1ccccc1)S(=O)(=O)c1ccccc1[N+](=O)[O-])C(C)(C)C | 19% | -22% | -5% | 9% | 4 | 3% | i | u | 3%
COc1ccc(S(=O)(=O)N(CCCN2CCCC2=O)Cc2cc3c(C)cc(C)cc3[nH]c2=O)cc1 | 5% | u | -1% | -12% | -54* | 3% | u | 7% | 5%
COc1ccc(/C(C)=N/NC(=O)c2ccc3nc[nH]c3c2)cc1 | 18% | u | 11% | 6% | 0 | -3% | i | -16% | 15%
Cc1ccc(-c2nnc(N3CCN(c4ccccn4)CC3)c3ccccc23)cc1 | u | u | u | u | -89* | u | u | 18% | -28%
COc1ccc(-c2nnc(SCC(=O)Nc3c(Cl)cc(Cl)cc3C(=O)O)o2)cc1 | 7% | 28% | 21% | 12% | 12 | 0% | i | -1% | 4%
O=C(c1ccco1)N1CCN(C(=O)C(Cc2ccccc2)NS(=O)(=O)c2cccs2)CC1 (centres undefined) | 1% | u | 13% | 0% | -10 | -1% | i | -8% | -18%
Cc1ccc(C(C)C)c(OCc2nn(CC(=O)c3ccc(Cl)cc3)c3[n+]2CCCCC3)c1 | u | 0% | 18µM* | u | -107* | u | u | u | u
CCC[C@@H]1C[C@@H](C(=O)N[C@@H]([C@H]2O[C@H](SC)[C@H](O)[C@@H](O)[C@H]2O)[C@@H](C)O)N(C)C1 | x | x | x | -3%&0% | x | -3% | i | 10% | x
Cc1ccc(OCC(=O)Nc2ccc(C(N)=O)cc2)cc1 | 7% | 15% | 11% | -5% | 17 | 1% | i | -1% | -1%
O=C(CCc1ccccc1)N[C@@H]1c2ccccc2CC[C@@H]1OCc1ccccc1 | 0% | -9% | -1% | -3% | -10 | 28% | i | -5% | -1%
O=C(O)CSc1nc2ccccc2nc1Cc1ccccc1F | 2% | -6% | 1% | 12% | 13 | -1% | i | -3% | 6%
O=C1NC(=S)SC1=Cc1ccc(F)cc1 | x | x | -13% | 10% | 2 | -13% | i | -7% | -17%
CCOc1ccccc1C(=O)Nc1nnc(COC)s1 | 0%&10% | -4%&-19% | -1% | 5%&20% | 21 | 20% | i | 0% | -4%
CC(=O)c1ccc(-c2ccc(C(=O)Nc3nc(C)c(C(C)=O)s3)o2)cc1 | 12% | 0% | 13% | 8% | -3 | -2% | i | -26% | 3%[9.24 µM]
CC1(C)Oc2ccc3ccc(=O)oc3c2C[C@H]1O[C@@H]1O[C@H](CO)[C@@H](O)[C@H](O)[C@H]1O | 0% | 15% | 10% | 1% | 59 | -2% | i | -53%[inhibitor] | 1%
Fc1ccccc1Nc1ncnc2c1nnn2Cc1ccccc1 | -2% | 4% | 10% | 0% | u | 10% | i | 1% | 0%

Going on with the list.
SMILES | KB-3-1 tox | KB-V1 MDR tox | HT1080 IDH1KD tx | ATXN2 expr inh | IL1B secr inh | MCF10A rerep | ATXN viability | SW480 rerep | HT1080-NT tox
Cc1occc1C(=O)/C(C#N)=C/c1ccc(O)c(Br)c1 | 0% | u | 11% | -32% | 17 | 23% | i | -4% | 3%
O=C(CCCn1c(SCC(=O)Nc2ccccc2Cl)nc2ccccc2c1=O)NCC1CCCO1 (centres undefined) | 6% | -20% | -24% | -18% | 0 | 1% | i | -8% | -24%
CC(=O)c1ccc(N2CCN(C(=O)CCCc3nc4ccccc4s3)CC2)cc1 | -29% | 8% | -4% | -29% | 156 | 18µM* | i | -4% | -13%
CCN(CC)c1ccc(/C=N/NC(=O)c2ccco2)c(O)c1 | u | -17% | u | u | 344 | 21µM* | i | 1.5µM* | u
Cc1cc(C)cc(-n2c(SCC(=O)NCc3ccco3)nc3ccccc3c2=O)c1 | -6% | -21% | -16% | -6% | -16 | u | u | 13% | 0%
CC(=O)Oc1ccc2nc(-c3ccco3)oc(=O)c2c1 | -3% | 14% | 12% | -25% | 30 | 2% | i | 15% | 25%
CCC(CCNC(=O)c1ccccc1)(CCNC(=O)c1ccccc1)[N+](=O)[O-] | 14% | 21µM* | 9% | 1% | -15 | 2% | i | -3% | 6%
Cc1ccc(CNC(=O)COC(=O)c2ccc(Br)cc2)cc1 | 9% | -3% | 8% | 3% | -14 | -2% | u | -2% | 15%
O=C(CNS(=O)(=O)c1ccc(Br)cc1Cl)OCC(=O)N1CCCC1=O | -18% | 12% | 3% | 5% | 33 | 13% | i | u | -3%
CNc1nc(-c2ccccc2)cc(C)c1S(C)(=O)=O | -18% | -3% | -9% | 2%[11.3 µM] | -5 | 0% | i | u | -1%
COc1ccc(N2CCN(C(c3cccs3)C(C)NC(=O)C(=O)N3CCOCC3)CC2)cc1 (centres undefined) | 20% | 7% | 7% | 1% | 0 | 0% | i | 23% | 12%
O=C(CNCc1cccs1)Nc1ccc(N2CCCCCC2)cc1 | -1% | -4% | -14% | 2%[11.3 µM] | -16 | u | i | -3% | -1%
CCCCN1C(C(=O)c2ccccc2)=C(OC(=O)CC)c2ccccc2S1(=O)=O | 15µM* | -28% | x | u | x | x | u | x | x
Cc1nnc(SCC2=C(C(=O)O)N3C(=O)C(NC(=O)Cn4nc(C(F)F)cc4C)C3SC2)s1 (centres undefined) | 1% | 16% | 8% | x | -1 | 15% | i | 1% | 3%
CC(=O)Nc1ccc(C(=O)OCC(=O)N2CC3(C)CC2CC(C)(C)C3)cc1 (centres undefined) | 1% | 0% | -7% | -10% | -1 | 16% | i | 17% | -16%
CC(C)OCCCNC(=O)CCSc1ccc(Cl)cc1 | 1% | 6% | 8% | -11% | 17 | 3% | i | -7% | -4%
CC1(C)OC1COc1c2ccoc2cc2oc(=O)ccc12 (centres undefined) | 2% | -23% | 1% | -15% | -16 | u | i | -31%[inhibitor] | 5%
CC1CN(C(=O)C2CCCC2)C(C)CN1C(=O)C1CCCC1 (centres undefined) | 0% | 10µM* | -7% | -3% | 0 | 1% | i | -2% | 2%
CCN1C(=O)/C(=C/c2cn(C)nc2C)SC1=S | 8% | u | 4% | -9% | 0 | -2% | i | -4% | 13%
O=C(COc1ccc2c(C(F)(F)F)cc(=O)oc2c1)Nc1ccc2c(c1)OCCO2 | 8% | 0% | -3% | -31% | 0 | -2% | i | 0% | 0%

(continued)
SMILES | KB-3-1 tox | KB-V1 MDR tox | HT1080 IDH1KD tx | ATXN2 expr inh | IL1B secr inh | MCF10A rerep | ATXN viability | SW480 rerep | HT1080-NT tox
CC(=O)NCC(=O)OCC(=O)c1ccc2ccccc2c1 | -1% | 0% | -3% | -9% | -4 | 0% | i | 1% | -1%
O=C(NCc1cccnc1)Nc1cccc(C(F)(F)F)c1 | 4% | 15% | -2% | -2% | -2 | 9% | i | 2% | 1%
Nc1c(C(=O)C2CC2)sc2nc3c(cc12)CCC3 | -1% | -21% | 9% | 48%[activator] | 71 | 15µM* | i | u | 12%
COc1ccc(CNC(=O)c2ccccc2C(=O)O)cc1 | 0% | 2% | 11% | 1% | 0 | 0% | i | x | 8%
COc1ccc(C(O)c2nc(-c3cccc4cccnc34)cs2)cc1 (centres undefined) | 0% | 2% | -2% | 6% | -15 | x | i | x | 18%
COc1ccc(NC(=O)c2cc(-c3ccco3)nc3ccccc23)cc1 | 13% | -8% | u | -18% | 11 | x | i | x | u
Cc1ccc(NC(=O)c2c(C)cc(C)nc2SCC(=O)Nc2ccc(Br)cc2)cc1 | 1% | -22% | x | -8% | x | x | i | x | x
COc1ccc(NC(=O)Cc2ccc(C)cc2)cc1S(=O)(=O)N1CCCCC1 | -4% | u | -14% | x | -21 | -2% | u | -5% | -1%
COc1ccc(C(=O)OCC2CC(c3ccccc3)N(C)O2)cc1 (centres undefined) | -6% | u | 12% | -1% | 11 | 2% | i | 1% | -5%
CCOC(=O)C1=C(C)N=c2sc(=Cc3ccc(OCC(=O)O)cc3)c(=O)n2C1c1ccc(Cl)cc1 (centres undefined) | 0% | -6% | -27% | 7% | -25 | x | u | x | -23%
O=c1oc2cc(O)ccc2cc1-c1nc2ccccc2o1 | 0% | 2% | -25% | 5% | 35 | x | x | x | -10%
COc1cccc(NC(=O)/C(C#N)=C\c2cn(Cc3ccc(Cl)cc3)c3ccccc23)c1 | u | u | x | 7% | x | x | i | x | x
CCOC(=O)C(C)N1C(=O)S/C(=C/c2ccc3c(c2)n(C)c(=O)n3C)C1=O (centres undefined) | -5% | 0% | 4% | x | -27 | -9% | i | 28% | 6%
O=C(NCCc1ccccc1)C1COc2ccccc2C1 (centres undefined) | 3% | 17% | x | 17% | x | x | i | x | x
Cc1ccc(OCC(=O)NC2CC(C)(C)NC(C)(C)C2)cc1C | 1% | u | 10% | -7% | -3 | -12% | i | -15% | 16%
Cc1[nH]c(=O)[nH]c(=O)c1S(=O)(=O)Nc1ccc(F)cc1Cl | 2% | 9% | -2% | -24% | -23 | 1% | i | -13% | 14%
